Ins promoter up = MIN6 insulin promoter up-regulation; 190,000 tested, 0.3% active; z-score at 5 µM; MIN6 insulin promoter-GFP reporter, high-content imaging; hits give high values;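 active means z-score above 3 at 5 µM with at least 500 cells counted in the well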
MT stabilize HCS = microtubule stabilizers in HeLa cells | HeLa tubulin immunostaining HCS, 24 h; share of cells brighter than vehicle mean+2SD | % tubulin-high responders, % at 10 µM | 200,000 tested, 0.83% active;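 active means plate Z-score above 3 for both tubulin-high and condensed-nucleus cell shares, with cell loss under 80%, at 10 µM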;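 further: anti alpha tubulin signal scored within the nucleus-defined area of each cell; some results filed as inactive read as strong as hits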
WT yeast gro inh = growth inhibition of WT yeast, mitochondrial fusion screen. mitochondrial fusion phenotypic screen, WT strain. inhibition, % at 10 µM. 190,000 tested, 2.1% active. AID 1362; in the data active means inhibition above about 58%; tested in S. cerevisiae
Hep lipid drop = hepatic lipid droplet formation modulation | AML12 mouse hepatocytes, oleate lipid droplets, BODIPY imaging | 240,000 tested, 0.4% active | inhibition, % at 6.5 µM;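 active means lipid droplet intensity inhibited by at least 50%, with more than 500 cells counted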
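Test system: AML12 mouse liver cells; schedule: overnight exposure; technique: high-content imaging of BODIPY-stained droplets and DAPI nuclei; read-out: % inhibition of corrected integrated BODIPY droplet signal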
Autophagy HCS = autophagy modulation, high-content screen; MEF GFP-LC3 puncta imaging; test concentration mostly 10 µM; calls only at 10 µM (by protocol); 190,000 tested, 0.98% active;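 active means percentage of spot-positive cells more than 3 SD above its plate mean, without a fluorescence outlier flag or 80% toxicity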;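 further: spot-positive cell cutoff set from DMSO-treated cells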
HEK293 NOD2/NF-kB = inhibition of NOD2-driven NF-kB reporter – cell-based, luminescence, uHTS, HEK293 (AID 1566); HEK293 NOD2/NF-kB luciferase reporter, luminescence; higher % means a stronger effect; inhibition, % at 4 µM; hits with a dose series show EC50 in µM; 290,000 tested, 0.63% active; in the data active means inhibition above about 50%; further: many of its hits are not listed in these tables
b-catenin transl = beta-catenin nuclear translocation modulation. HeLa beta-catenin nuclear translocation, immunofluorescence imaging. 190,000 tested, 0.3% active. nuclear translocation activity, % at 5 µM;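 active means nuclear translocation activity above 50% at 5 µM, with a well cell count of 50 or more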;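 further: per-cell ratio of nuclear to cytoplasmic median beta-catenin stain intensity; plate controls were DMSO negative control for no effect and GSK-3 inhibitor IX positive control for full effect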
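Read-out: Nuclear/cytoplasmic beta-catenin signal ratio, % activation | Assay system: Human HeLa cell line | Times: 24 h compound exposure at 37°C, 5% CO2 | Signal: Fluorescence imaging of beta-catenin antibody stain plus DAPI | Dosing: 5 µM primary, 0.02–20 µM confirmation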
Yfh1-depleted yeast = enhancers of respiration in Yfh1-depleted yeast, dose response, Friedreich's ataxia, plus single-dose screen (AID 1465). S. cerevisiae Yfh1-off respiration, WST-1 reduction, 72 h; higher fold induction means a stronger effect. fold induction at 50 µM, or EC50 in µM where a hit was titrated. 220,000 tested, 0.074% active;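 active means fold induction of absorbance versus untreated yeast above a set limit, then at least 30% activation at any dose in follow-up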;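 further: activators that raise dye reduction in frataxin-depleted yeast; strong numbers were not always called active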
Dynein transport = dynein cargo transport inhibition; z-score, hits read low; 220,000 tested, 0.47% active; 3617.4 mouse cells, GR-EGFP nuclear translocation imaging; test concentration mostly 20 µM; stimulated with dexamethasone, 1 µM; hits give low values;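 active means plate z-score of nuclear minus cytoplasmic receptor signal below a set negative limit, without overly bright fluorescence or cell loss, cut at about -3.5 in these data, passing the limit was not always enough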;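 further: z-score of nuclear minus cytoplasmic ring GR-EGFP intensity difference per well; some compounds called inactive have numbers as strong as hits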
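Also added: dexamethasone, 1.0 µM final. Medium: tet-free, stripped-serum medium. Detection: fixed, Hoechst-stained cells imaged at 10x for EGFP. Read-out: nuclear-to-cytoplasmic GR-EGFP distribution per well. Times: induction 48 h, compound 1 h, agonist 30 min.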
WT yeast gro inh mutant strain = second read-out of WT yeast gro inh, no call of its own (marks repeat the call); inhibition, %; mitochondrial fusion phenotypic screen, mutant strain inhibition
Dynein transport cytoplasmic EGFP = further read-out of Dynein transport, marked with its call; z-score; measured here: cytoplasmic GR-EGFP intensity; hits give high values
Dynein transport nuclear GR-EGFP = recorded beside Dynein transport, whose call it bears; z-score; measured here: nuclear GR-EGFP intensity;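 lower value marks the stronger effect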
Dynein transport cell count = second read-out of Dynein transport, no call of its own (marks repeat the call); z-score; measured here: cell count per field
Ins promoter up cell count = also measured in Ins promoter up; calls as there; cell count; measured here: cytotoxicity, nuclei count;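 total cells summed across four imaged fields per well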
Hep lipid drop cells 6.5 µM = recorded beside Hep lipid drop, whose call it bears; cell count; measured here: cell count, cytotoxicity flag;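 cells counted across two imaged fields per well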
b-catenin transl cell count 5 µM = also measured in b-catenin transl; calls as there; cell count; measured here: cell count, cytotoxicity flag
MT stabilize HCS Hoechst-high % = also measured in MT stabilize HCS; calls as there; % Hoechst-high responders; measured here: nuclear condensation Hoechst responders;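 share of cells brighter than vehicle mean plus two SD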
MT stabilize HCS cytotoxicity % = further read-out of MT stabilize HCS, marked with its call; toxicity, %; measured here: cytotoxicity by cell density;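 0% = mean cell density of plate MIN control wells and 100% = no cells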
Autophagy HCS cell loss 18 h = second read-out of Autophagy HCS, no call of its own (marks repeat the call); toxicity, %; measured here: cell loss, nuclei count;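 cell loss after 18 h compound exposure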
* hit, by the source's call; i = inactive; / = not tested or not shown.

The first 2 compounds, ahead of the listing:
cpd	SMILES	Ins promoter up cell count	WT yeast gro inh	WT yeast gro inh mutant strain	Ins promoter up	MT stabilize HCS	Autophagy HCS	b-catenin transl cell count 5 µM	MT stabilize HCS cytotoxicity %	HEK293 NOD2/NF-kB	Hep lipid drop
1	NS(=O)(=O)c1ccc(NC(=S)Nc2ccn(Cc3cccc4ccccc34)n2)cc1	/	15.9	8.8	/	6.4	i	1103	2.5	27.9%	2.5
2	COC(=O)c1sc(SC)c(S(=O)(=O)C(C)C)c1N	1463	/	/	1.06	/	/	1337	/	-14.2%	11.0

cpd	Dynein transport cytoplasmic EGFP	Dynein transport nuclear GR-EGFP	MT stabilize HCS Hoechst-high %	Hep lipid drop cells 6.5 µM	Dynein transport	Yfh1-depleted yeast	Autophagy HCS cell loss 18 h	Dynein transport cell count	b-catenin transl
1	0.134	0.806	1.5	670	1.23	i	-22.9	-0.851	0.1
2	-0.274	0.0519	/	724	0.197	i	/	0.694	0.0

The listing, previewed entries included:
cpd	SMILES	Ins promoter up cell count	WT yeast gro inh	WT yeast gro inh mutant strain	Ins promoter up	MT stabilize HCS	Autophagy HCS	b-catenin transl cell count 5 µM	MT stabilize HCS cytotoxicity %	HEK293 NOD2/NF-kB	Hep lipid drop
1	NS(=O)(=O)c1ccc(NC(=S)Nc2ccn(Cc3cccc4ccccc34)n2)cc1	/	15.9	8.8	/	6.4	i	1103	2.5	27.9%	2.5
2	COC(=O)c1sc(SC)c(S(=O)(=O)C(C)C)c1N	1463	/	/	1.06	/	/	1337	/	-14.2%	11.0
3	O=C(Cn1cnc2ccccc2c1=O)N(Cc1ccco1)c1ccc(O)cc1	1543	7.6	-6.0	-0.11	5.1	i	977	5.1	5.8%	/
4	Cc1ccc(CNC(=O)Cc2ccc(-n3c(=O)[nH]c4ccsc4c3=O)cc2)cc1	1428	16.1	-2.4	-0.14	6.0	i	1130	37.2	-8.7%	-10.7
5	C/C(CC(C)C)=N/Nc1ccc([N+](=O)[O-])cc1[N+](=O)[O-]	1431	/	/	-1.18	/	/	1343	/	12.9%	-0.6
6	COc1ccccc1OCC#CCNC1CCCCC1C (stereo not drawn)	1436	-7.0	13.5	-0.31	5.4	i	1470	7.6	7.3%	-6.4
7	Cc1cc(=O)n(C)c(=O)n1CCCCCOc1cccc([N+](=O)[O-])c1	934	18.1	20.8	-1.76	1.9	i	1336	11.1	6.9%	/
8	CCCc1cc(=O)[nH]c(SCC(=O)Nc2cc(C)on2)n1	1558	5.7	0.1	-0.23	2.8	i	1037	7.8	-0.2%	-11.0

cpd	Dynein transport cytoplasmic EGFP	Dynein transport nuclear GR-EGFP	MT stabilize HCS Hoechst-high %	Hep lipid drop cells 6.5 µM	Dynein transport	Yfh1-depleted yeast	Autophagy HCS cell loss 18 h	Dynein transport cell count	b-catenin transl
1	0.134	0.806	1.5	670	1.23	i	-22.9	-0.851	0.1
2	-0.274	0.0519	/	724	0.197	i	/	0.694	0.0
3	-0.203	0.629	1.6	/	1.77	i	22.2	-1.03	0.5
4	-0.143	0.285	49.5	557	-0.736	i	38.0	0.566	-2.0
5	-0.24	-0.329	/	605	0.156	i	/	0.219	1.8
6	-0.243	0.759	3.8	684	1.03	i	7.1	-0.326	0.8
7	-0.198	2.02	1.1	/	2.56	i	16.7	-2.11	2.4
8	-0.217	-0.143	1.8	676	0.448	i	14.6	0.383	-1.9

The listing continues:
cpd	SMILES	Ins promoter up cell count	WT yeast gro inh	WT yeast gro inh mutant strain	Ins promoter up	MT stabilize HCS	Autophagy HCS	b-catenin transl cell count 5 µM	MT stabilize HCS cytotoxicity %	HEK293 NOD2/NF-kB	Hep lipid drop
9	N=c1c2c(n(Cc3ccc(F)cc3)c3c1CCC3)CCC2	663	65.6*	20.5*	-5.9	2.8	i	696	5.3	25.9%	/
10	CC(/C=C/c1ccc2c(c1)OCO2)=N/NC(=O)C1COc2ccccc2O1 (stereo not drawn)	1241	-13.1	-5.1	0	1.7	i	1030	8.0	-5.8%	9.0
11	O=C(Nc1ccc2c(c1)OCO2)N1CCN(Cc2ccco2)CC1	1438	2.8	9.5	0.07	1.5	i	1088	6.2	-72.9%	-1.4
12	Cc1nnc(SCC(=O)NNC(=O)c2ccco2)n1-c1cccc(Cl)c1	1121	15.0	-12.5	2.27	2.1	i	1054	4.4	6.7%	-13.5
13	Cc1ccc2c(c1)C(O)(CC(=O)/C=C/C=C/c1ccccc1)C(=O)N2 (stereo not drawn)	1284	3.1	-8.7	0.81	1.9	i	922	14.5	7.4%	1.2
14	CCc1c(C)nc(SC(C(=O)O)c2ccccc2)c(C#N)c1C (stereo not drawn)	1531	-42.2	-17.2	0.4	2.6	i	1022	9.8	7.6%	21.6
15	COCc1cc(C)n(CC(=O)OC)c(=O)c1C#N	/	-2.9	-4.3	/	2.1	i	1475	6.3	8.0%	-19.8
16	C/C=C/c1ccccc1OCc1ccc(C(=O)OC)o1	1317	12.7	-4.1	-0.37	2.7	i	1414	6.4	2.8%	/

cpd	Dynein transport cytoplasmic EGFP	Dynein transport nuclear GR-EGFP	MT stabilize HCS Hoechst-high %	Hep lipid drop cells 6.5 µM	Dynein transport	Yfh1-depleted yeast	Autophagy HCS cell loss 18 h	Dynein transport cell count	b-catenin transl
9	-0.407	-0.267	2.9	/	-0.637	i	9.1	0.121	2.1
10	0.759	1.9	2.1	654	2.25	i	10.0	1.36	0.0
11	1.17	0.695	2.8	725	0.476	i	13.6	-0.132	0.5
12	-0.0816	0.646	1.0	672	0.924	i	-12.0	-0.84	0.0
13	-0.106	-0.692	4.5	686	-0.641	i	-1.8	0.0369	-1.3
14	-0.243	-0.701	2.3	672	-1.01	i	-0.8	1.92	-1.8
15	-0.168	-0.44	3.1	606	-0.156	i	-6.7	0.244	0.6
16	-0.242	-0.739	1.7	/	0.206	i	-3.1	0.414	-2.8

(next part)
cpd	SMILES	Ins promoter up cell count	WT yeast gro inh	WT yeast gro inh mutant strain	Ins promoter up	MT stabilize HCS	Autophagy HCS	b-catenin transl cell count 5 µM	MT stabilize HCS cytotoxicity %	HEK293 NOD2/NF-kB	Hep lipid drop
17	O=C(CSc1nc2ccccc2c(=O)[nH]1)c1cccs1	/	-16.0	-8.7	/	2.7	i	1008	8.2	-4.4%	/
18	COc1ccc(SC[C@H](CC(C)C)N2CCN(C)CCC2=O)cc1	/	/	/	/	/	/	1208	/	-34.3%	-15.4
19	CC(=O)c1c(N2CCN(c3ccc(F)cc3)CC2)nc(=S)n(Cc2ccccc2)c1C	1274	10.0	-11.5	0.14	2.0	i	563	8.7	9.0%	22.2
20	COc1ccc(C2C3=C(CC(C)(C)CC3=O)Oc3ncn(CCO)c(=N)c32)cc1OC (stereo not drawn)	960	-4.5	-24.3	-1.16	1.3	i	1093	6.2	11.5%	3.0
21	O=S(=O)(NCC1OCCc2ccccc21)c1ccccc1 (stereo not drawn)	925	-1.4	-22.0	1.76	1.7	i	1113	4.8	-3.8%	-1.1
22	COC(=O)c1sc2nc(SCC(=O)N(C)c3ccccc3)n(N)c(=O)c2c1C	1173	4.3	-9.3	-1.49	3.0	i	1078	2.1	18.5%	10.0
23	COc1ccccc1OCCSc1ncnc2nc[nH]c12	1276	3.6	11.7	0.39	3.5	i	1217	7.9	10.0%	3.0
24	COC(=O)CNC(=O)c1ccc(NS(=O)(=O)c2cc([N+](=O)[O-])ccc2Cl)cc1	1445	/	/	-0.4	/	/	1102	/	-6.8%	15.2

cpd	Dynein transport cytoplasmic EGFP	Dynein transport nuclear GR-EGFP	MT stabilize HCS Hoechst-high %	Hep lipid drop cells 6.5 µM	Dynein transport	Yfh1-depleted yeast	Autophagy HCS cell loss 18 h	Dynein transport cell count	b-catenin transl
17	-0.231	0.229	1.6	/	0.548	i	-1.2	0.0865	-3.8
18	-0.663	-0.015	/	773	-0.133	i	/	-0.382	-0.8
19	-0.282	-0.531	4.3	714	-0.301	i	-1.9	0.516	-1.4
20	-0.207	0.329	0.7	807	0.0309	i	4.0	0.0921	-3.6
21	0.16	0.0258	1.4	793	-0.683	i	-4.8	0.965	1.6
22	0.0281	0.713	1.7	716	0.705	i	6.0	-1.66	-0.8
23	-0.216	-0.375	2.3	767	-0.76	i	5.1	1.08	-7.6
24	3.39	0.823	/	720	0.221	i	/	0.111	-3.2

(continued)
cpd	SMILES	Ins promoter up cell count	WT yeast gro inh	WT yeast gro inh mutant strain	Ins promoter up	MT stabilize HCS	Autophagy HCS	b-catenin transl cell count 5 µM	MT stabilize HCS cytotoxicity %	HEK293 NOD2/NF-kB	Hep lipid drop
25	CN(C)c1ccc(NC(=O)c2sc(SCC(=O)Nc3nccs3)nc2N)cc1	/	18.8	24.2	/	6.6	i	1146	1.3	-32.8%	-2.4
26	O=c1[nH]c(SCc2cccc(Cl)c2)nc2ccccc12	1610	6.9	4.8	-1.19	1.9	i	1096	2.8	16.9%	1.7
27	CCOC(=O)c1c(NC(=O)CSc2nncs2)sc(C)c1-c1ccccc1	1074	19.8	-15.8	-1.15	2.7	i	/	9.8	37.0%	3.7
28	Cc1noc(C)c1S(=O)(=O)N1CCCC(C(=O)N2CCN(C3CCCCC3)CC2)C1 (stereo not drawn)	1676	-4.7	4.9	-0.08	2.1	i	1117	9.5	-13.0%	4.7

cpd	Dynein transport cytoplasmic EGFP	Dynein transport nuclear GR-EGFP	MT stabilize HCS Hoechst-high %	Hep lipid drop cells 6.5 µM	Dynein transport	Yfh1-depleted yeast	Autophagy HCS cell loss 18 h	Dynein transport cell count	b-catenin transl
25	0.0995	0.87	3.3	758	0.232	i	6.3	-0.138	-4.7
26	-0.287	0.581	1.5	707	-0.11	i	12.5	-0.0489	-0.9
27	-0.15	0.775	3.1	545	2.2	i	2.4	-1.37	/
28	-0.204	-0.0387	3.0	670	-0.637	/	-7.9	0.511	-3.6

These rows are one share of the data. The share of hits here may be higher or lower than overall.
